LGR2 inh: Drosophila LGR2 receptor signaling inhibition; HEK293 LGR2, CRE-luciferase, bursicon-stimulated, 4 h; inhibition, % at 9.99 µM; 380,000 tested, 0.35% active;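 active = drop in luminescence signal, shown as inhibition above about 50% in the replicate tests, limit read from the data, passing the limit was not always enough; inconclusive = probably only some replicates passing the limit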;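 note: agonist challenge used bursicon conditioned medium at about half maximal strength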
PAX8 reporter: lowers PAX8-driven luciferase in RMG-I cells. RMG-I TPO-luciferase reporter, SteadyGlo, 24 h. inhibition, % at 12.6 µM. 360,000 tested, 1.2% active;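 active = mean replicate inhibition at least 60% with every replicate also reaching 60%; inconclusive = only one of the two criteria is met; inactive = mean below 60% and not all replicates reaching 60%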;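 note: luciferase light reporting Pax8 driven TPO promoter activity; plate controls were median of neutral control wells for no effect and mitoxantrone controls for full effect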
SIRT5 inh: inhibitors of human sirtuin-5 desuccinylase | Q9NXA8 | Purified SirT5, succinyl-peptide AMC, trypsin-coupled fluorescence | inhibition, % at 15 µM | 330,000 tested, 1.1% active | AID 652115; in the data active = inhibition above about 15%; inconclusive = no clear call, values can overlap the other calls
Target sequence (Q9NXA8 whole entry, looked up): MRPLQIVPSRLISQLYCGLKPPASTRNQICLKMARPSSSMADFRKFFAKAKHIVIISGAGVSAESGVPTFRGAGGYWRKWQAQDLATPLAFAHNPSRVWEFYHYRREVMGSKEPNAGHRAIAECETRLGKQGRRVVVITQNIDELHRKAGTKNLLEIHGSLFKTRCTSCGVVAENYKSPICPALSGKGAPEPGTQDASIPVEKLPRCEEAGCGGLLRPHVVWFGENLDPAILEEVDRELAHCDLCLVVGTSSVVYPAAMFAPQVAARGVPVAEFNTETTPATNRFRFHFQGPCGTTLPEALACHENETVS
Casp6 inh: caspase-6 (human) enzyme inhibition. P55212. purified caspase-6, Z-VEID-R110 cleavage fluorescence. inhibition, % at 12.5 µM. 350,000 tested, 0.53% active;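 active = mean inhibition across replicates at least about 35%, with every replicate also reaching that limit, limit read from the data; inconclusive = only one of the two criteria met; inactive = neither criterion met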;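 note: 0% = median of neutral control wells and 100% = no fluorescence left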
Target sequence (P55212 24-179 limits assumed): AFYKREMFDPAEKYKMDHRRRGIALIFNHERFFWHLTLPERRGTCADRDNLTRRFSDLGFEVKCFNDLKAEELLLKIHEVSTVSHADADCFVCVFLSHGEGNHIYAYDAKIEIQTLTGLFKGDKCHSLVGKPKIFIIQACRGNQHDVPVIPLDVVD
Target sequence (P55212 194-293 limits assumed): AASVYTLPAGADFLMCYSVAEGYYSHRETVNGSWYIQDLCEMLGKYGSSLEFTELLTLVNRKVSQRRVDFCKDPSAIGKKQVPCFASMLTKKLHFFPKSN
DENV2 CPE: inhibitors of DENV2 cytopathic effect | DENV2-infected cells, cytopathic effect rescue, plate reader | CPE inhibition, % at 9.99 µM | 350,000 tested, 1.7% active | AID 651640; in the data active = CPE inhibition above about 20%, passing the limit was not always enough; inconclusive = no clear call, values can overlap the other calls; tested in BHK-21 cells;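 note: 0% = median of neutral control wells and 100% = median of positive control wells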
ARNT TACC3 PPI: disrupts binding between human ARNT and TACC3 | Q9Y6A5 | AlphaScreen His-ARNT PAS-B/GST-TACC3 binding, luminescence; TACC3 fragment carries E629A point mutation | inhibition, % at 9.99 µM | 390,000 tested, 0.66% active;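 active = mean inhibition of replicates at least 50% and at least half of replicates each reaching 50%; inconclusive = half or more replicates reach 50% but mean below 50%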;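 note: 0% = complete ARNT plus TACC3 wells and 100% = ARNT alone without TACC3; many hits fall short of the cut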
EWS-Fli inh: inhibitors of EWS/Fli oncoprotein transcriptional activity; A673 NR0B1-luciferase reporter, viability-normalised; inhibition, % at 12.6 µM; 350,000 tested, 0.67% active;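 active = mean inhibition of at least 50% after viability correction, with every replicate also passing that limit; inconclusive = mean reaches 50% but only one of two replicates passes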;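 note: firefly luciferase signal divided by Alamar Blue viability fluorescence both relative to DMSO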
* hit, by the source's call; ? = inconclusive; nt = no result given. Outcome played no part in choosing rows; 4.9% or so of the library scored in one or more.

Each structure is followed by: LGR2 inh	PAX8 reporter	SIRT5 inh	Casp6 inh	DENV2 CPE	ARNT TACC3 PPI	EWS-Fli inh
- O=C(COC(=O)C1(c2ccc(F)cc2)CCCC1)NCc1ccc2c(c1)OCO2
 : 8	-10	1	0	0	-6	4
- CC(C)(C)c1cc(NC(=O)CSc2nnc(NCc3ccccc3)s2)n(-c2ccccc2)n1
 : nt	11	-3	6	nt	4	12
- O=C(Cc1ccc(Br)cc1)Nc1ccc(S(=O)(=O)N2CCCC2)cc1
 : 3	0	-2	-5	nt	-14	15
- CCOc1ccc2nc(N/C(N)=N/C(=S)Nc3ccc(C)c(C)c3)nc(C)c2c1
 : 9	132*	-4	-3	108*	1	-2
- Cc1ccc(-c2csc(NC(=O)c3ccc([N+](=O)[O-])o3)n2)cc1
 : 6	37	3	nt	-1	0	-20
- Cc1cccc[n+]1CC(=O)Nc1ccccc1
 : 3	29	-1	-3	-6	nt	2
- O=C(Nc1ccc(Oc2ccc(NC(=O)Nc3ccc([N+](=O)[O-])cc3)cc2)cc1)Nc1ccc([N+](=O)[O-])cc1
 : 9	7	-1	-4	5	nt	33
- COc1cc(C(=O)N2CCN(C3=NS(=O)(=O)c4ccccc43)CC2)cc(OC)c1OC
 : 8	22	nt	1	-11	nt	1
- CN1CCS/C1=C/C=C1\SC(=S)N(CC(=O)O)C1=O
 : 19	11	9	30	-6	1	-12
- CCCN(Cc1cc2cc(C)ccc2[nH]c1=O)C(=O)c1cccc([N+](=O)[O-])c1
 : -3	19	1	0	-2	4	2
- CC(=O)N1c2ccc(S(=O)(=O)NCCC(=O)NCCc3ccc(C)cc3)cc2CC1C (centres undefined)
 : -8	5	0	-1	14	0	nt
- O=C(NCc1ccco1)c1cnn2c(C(F)(F)F)cc(-c3ccccc3)nc12
 : -14	nt	5	1	-1	-11	19
- C[C@@H]1CN([C@H](C)CO)S(=O)(=O)c2ccc(C#C[C@@H](C)O)cc2O[C@H]1CN(C)C(=O)C1CCCCC1
 : -3	nt	5	0	-8	21	-8
- Cc1ccc(S(=O)(=O)Nc2cccnc2Oc2ccc(Cl)cc2)cc1
 : -1	0	-1	2	-1	3	-7
- Cc1cccn2c(=O)c(/C=C(\C#N)C(=O)NCc3ccco3)c(N3CCC(C(N)=O)CC3)nc12
 : -9	-9	2	-1	-1	32	7
- COc1cccc(OC)c1C(=O)OCC(=O)NCCCc1ccccc1
 : -5	3	0	-1	13	-3	-7
- Cc1ccccc1-c1ccc2c(c1)[C@@H]1C[C@H](N(C)C(=O)c3ccco3)[C@H]([C@H](C)O)CN1CC2
 : -12	5	3	-2	15	nt	-3
- CC(=O)c1ccc(NC(=S)NC(C)c2ccc(Cl)cc2Cl)cc1 (centres undefined)
 : 9	17	-1	0	nt	2	-8
- CO[C@H]1CN(C)C(=O)c2ccc(NS(C)(=O)=O)cc2OC[C@H](C)N(Cc2cncnc2)C[C@@H]1C
 : 0	nt	-2	2	3	nt	2
- O=C(CSc1ccc(F)cc1)Nc1ccccc1N1CCOCC1
 : 17	2	0	nt	0	1	0
- Cc1ccccc1S(=O)(=O)N1CC[C@@H]2[C@@H](CO)Nc3ccc(-c4ccc(C#N)cc4)cc3[C@@H]21
 : -2	24	3	-1	3	-11	54*
- CCOc1ccccc1C(=O)OCC(=O)Nc1nnc(-c2ccccc2)o1
 : 5	10	-3	1	8	54*	9
- COc1ccc(CCNC(=O)C(=O)NCCC2CCCCN2S(=O)(=O)c2cccs2)cc1 (centres undefined)
 : -5	29	-4	2	-5	-3	7
- COCC(=O)N(C)C[C@H]1Oc2ncc(C#Cc3cccnc3)cc2C(=O)N([C@H](C)CO)C[C@@H]1C
 : -26	nt	7	-1	15	nt	-25
- CCc1ccc(N2C(=O)C3C4C=CC(CC4)C3C2=O)cc1 (centres undefined)
 : -22	-38	-1	-2	11	0	-19
- O=C(COC(=O)c1cc(=O)[nH]c(=O)[nH]1)Nc1cccc(S(=O)(=O)N2CCCCC2)c1
 : 1	1	-4	1	?	0	5
- Cn1c(N)c(Br)c(-c2ccc(F)cc2)c(C#N)c1=O
 : -1	4	-1	-1	2	-12	3
- O=C(Nc1ccc(N2CCN(C(=O)c3ccco3)CC2)c(Cl)c1)c1cccnc1
 : 1	0	-1	12	-5	-2	-5
- CCCNC(=O)C[C@@H]1C[C@@H]2c3cc(NC(=O)Nc4ccccc4)ccc3O[C@@H]2[C@@H](CO)O1
 : 5	0	nt	nt	12	-12	4
- CCC(C)C1=CC(=Nc2c(C)n(C)n(-c3ccccc3)c2=O)C=C(C(C)CC)C1=O (centres undefined)
 : -14	0	0	-2	-4	-6	5
- Cc1noc(C)c1S(=O)(=O)Nc1ccc2c(c1)C(=O)N([C@@H](C)CO)C[C@H](C)[C@@H](CN(C)S(=O)(=O)c1ccc(Cl)cc1)OCCCC[C@H](C)O2
 : 23	51	1	-1	16	5	6
- C[C@@H]1CN([C@H](C)CO)C(=O)c2cccc(NS(C)(=O)=O)c2O[C@@H]1CN(C)S(=O)(=O)c1ccccc1
 : 9	nt	-2	2	3	nt	2
- CCOc1ccc(CCNC(=O)c2ccc(C)c(NC3=NC4CS(=O)(=O)CC4S3)c2)cc1 (centres undefined)
 : -4	-14	0	2	?	1	0
- Oc1ccc(N2CCN(Cc3c(-c4ccccc4)nc4ccccn34)CC2)cc1
 : 9	-16	-9	0	7	nt	5
- Cn1cnc(S(=O)(=O)N[C@H]2C=C[C@@H](CC(=O)NCC3CC3)O[C@H]2CO)c1
 : 4	3	0	-1	8	-21	2
- O=C(CCl)N1c2ccccc2Sc2c1ccc1ccccc21
 : -77	-16	-7	18	0	0	9
- COc1ccc(-n2c(C)c3c(C)nnc(C)c3c2C)cc1OC
 : -8	12	nt	-2	14	nt	14
- O=C(NC1CC1)C1=C[C@H](c2ccc(Br)cc2)C[C@H](OCc2ccc(CO)cc2)O1
 : 7	-1	-1	3	nt	-1	-8
- CO[C@H](CN(C)Cc1cc(F)ccc1F)[C@H](C)CN([C@H](C)CO)S(=O)(=O)c1ccc(F)cc1
 : 11	-12	-3	-2	8	3	-1
- O=C(NC1CC1)C1=C[C@@H](c2c[nH]c3ccccc23)C[C@@H](OCCCCO)O1
 : 14	31	1	14	-2	4	-3
- CCOC(=O)[C@@H]1[C@H]2COc3ccc(Br)cc3[C@@H]2N2C(=O)N(c3ccc(C(F)(F)F)cc3)C(=O)[C@]12C
 : -3	-2	nt	2	10	-3	3
- C[C@H](CO)N1C[C@H](C)[C@H](CN(C)C)OCCCC[C@H](C)Oc2ccc(NC(=O)Cc3ccccc3)cc2C1=O
 : 16	-8	-3	-1	14	-2	-8
- CCCCNC(=S)N1CCN(C(c2ccccc2)c2ccccc2)CC1
 : 24	21	nt	2	2	-3	5
- CC1CCCC(NC(=O)Cn2c(Cl)nc3c2c(=O)n(C)c(=O)n3C)C1C (centres undefined)
 : -16	-8	nt	-2	-2	-5	-5
- COc1ccc(/C=C(\NC(=O)c2ccccc2)C(=O)N/N=C/c2ccncc2)cc1
 : -5	nt	7	6	7	-9	0
- C[C@@H]1CN([C@@H](C)CO)C(=O)c2cc(NC(=O)c3ccncc3)ccc2O[C@@H](C)CCCCO[C@H]1CN(C)Cc1ccc2c(c1)OCO2
 : -22	17	0	7	14	5	-7
- Cc1cc(Cn2nnc(-c3ccc(Br)cc3)n2)cc(C)c1O
 : -33	-21	0	1	0	nt	1
- CC1CCCN(C(=S)Nc2ccc(Nc3ccccc3)cc2)C1 (centres undefined)
 : -27	-116	-2	0	nt	11	-59
- CO[C@@H]1CN(C)C(=O)c2ccc(NC(=O)c3ccccc3F)cc2OC[C@@H](C)N(C(C)=O)C[C@@H]1C
 : 25	6	-2	-2	-5	-8	-7
- CCCNC(=O)N(C)C[C@@H]1Oc2ncc(C#Cc3ccccc3F)cc2C(=O)N([C@@H](C)CO)C[C@H]1C
 : -12	nt	-1	0	-6	-9	-5
- CN1C(C)(C)CCCC1(C)C
 : nt	-1	-3	nt	-1	-1	0
- O=C1c2ccc3c4c(ccc(c24)C(=O)N1CCCCO)C(=O)N(CCCCO)C3=O
 : 3	30	-1	3	1	-5	?
- C[C@H](CO)N1C[C@H](C)[C@@H](CN(C)C(=O)Nc2ccc(F)cc2)Oc2ccc(NC(=O)CCC(F)(F)F)cc2CC1=O
 : -7	-8	3	-1	0	-2	0
- CCOc1ccccc1CNn1cnnc1SCC(=O)NC(C)(C)C
 : -1	-5	1	1	?	nt	10
- CC(C)C(=O)Nc1ccc2c(c1)C(=O)N(C)[C@@H]1CC[C@H](CC(=O)NCc3ccccc3F)O[C@H]1CO2
 : 4	-4	nt	nt	0	-5	4
- CC(C)NC(=O)Nc1ccc2c(c1)C(=O)N([C@H](C)CO)C[C@H](C)[C@H](CN(C)Cc1ccc(C(F)(F)F)cc1)OCCCC[C@@H](C)O2
 : -11	-13	-3	-1	-6	-4	-21
- CCOc1cc(CNC)ccc1OCC(=O)NC(C)(C)C
 : 1	20	-3	1	5	nt	17
- Cc1cc(C(=O)O)ccc1N=Cc1c(O)ccc2ccccc12
 : 0	7	0	0	2	-1	10
- CCn1cc(/C=N\NC(=O)COc2cccc(C)c2C)c(C)n1
 : 1	6	nt	nt	nt	-7	nt
- O=C(CN1C(=O)NC2(CCCCCCC2)C1=O)Nc1ccc(Br)cc1Br
 : -11	16	10	2	-4	2	15

3 compounds from above, sorted by the value under SIRT5 inh, falling:
smiles | LGR2 inh | SIRT5 inh | Casp6 inh | DENV2 CPE | ARNT TACC3 PPI
COCC(=O)N(C)C[C@H]1Oc2ncc(C#Cc3cccnc3)cc2C(=O)N([C@H](C)CO)C[C@@H]1C | -26 | 7 | -1 | 15 | nt
Cc1ccccc1-c1ccc2c(c1)[C@@H]1C[C@H](N(C)C(=O)c3ccco3)[C@H]([C@H](C)O)CN1CC2 | -12 | 3 | -2 | 15 | nt
CO[C@@H]1CN(C)C(=O)c2ccc(NC(=O)c3ccccc3F)cc2OC[C@@H](C)N(C(C)=O)C[C@@H]1C | 25 | -2 | -2 | -5 | -8

Following part:
Each structure is followed by: LGR2 inh	PAX8 reporter	SIRT5 inh	Casp6 inh	DENV2 CPE	ARNT TACC3 PPI	EWS-Fli inh
- CC1SC(c2ccccc2)N(CC(O)c2ccc([N+](=O)[O-])cc2)C1=O (centres undefined)
 : 7	4	0	5	nt	22	14
- CC(C)(O)C#Cc1ccc(CNC[C@H]2O[C@@H](n3cnc(C(N)=O)n3)[C@H](O)[C@@H]2O)s1
 : -1	-4	0	2	-5	nt	-1
- O=C(NC(=S)NCc1ccc(Cl)cc1Cl)c1ccco1
 : 5	-5	nt	-1	-5	-7	7
- Cc1cc(C(=O)CN2C(=O)C(=O)N(C3CCCC3)C2=O)c(C)n1-c1ccc(F)cc1
 : 1	-4	-6	-2	10	0	5
- C=CCNC(=O)/C(=C/c1ccc(Br)cc1)NC(=O)c1ccccc1OC
 : nt	-1	-3	1	4	-1	8
- O=C(Nc1nc2ccc(F)cc2s1)c1ccc([N+](=O)[O-])o1
 : -22	17	nt	-1	-4	nt	-94
- COc1cccc(CSc2nc3ccncc3[nH]2)c1
 : -38	-49	3	0	-3	-7	-30
- CCC(=O)N1C[C@@H](C)[C@@H](OC)CN(C)C(=O)c2ccc(NC(=O)Nc3ccc(Cl)cc3)cc2OC[C@H]1C
 : 11	18	2	nt	80*	1	-1

Assay outcomes: PubChem BioAssay, Broad Institute
